KCC2 mod – modulates chloride dependent transport by human KCC2; Q9H2X9; KCC2 cells, thallium flux FluoZin-2 fluorescence; B-score of Tl+ flux slope (higher = more flux/activation; lower = inhibition) at 10 µM; 190,000 compounds, 2.2% hits;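 active = thallium flux slope and its plate-corrected score both differing from the plate sample mean at a set confidence after two filtering rounds, in either direction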;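 also: slope of fluorescence scaled to starting intensity during 10 to 20 s after thallium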
TNF necrop inh – TNF-alpha cell death inhibition in Jurkat FADD-/- cells; Jurkat FADD-/- TNF necroptosis rescue, ATP luminescence, 24 h; 0 = TNF only, 100 = no-TNF cells; activation (protection from cell death), % at 10 µM; AID 463075; 220,000 compounds, 0.068% hits;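 active = activation, meaning protection from cell death, of at least 50% relative to plate controls; inactive = activation below 50%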;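 also: necroptosis triggered by 40 ng/mL TNF-alpha added together with compound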
FXIa inh – blocks human coagulation factor XIa protease activity. P03951. purified FXIa, Boc-Glu-Ala-Arg-AMC fluorogenic substrate. inhibition, % at 5 µM. 220,000 compounds, 0.14% hits. AID 798;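 active = inhibition of at least 40%; inactive = inhibition below 40%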;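 also: fluorescence of freed AMC excited at 355 nm; 0% = enzyme without compound and 100% = no enzyme blank; many of its hits are not listed in these tables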
Rad51 HR inh – blocks human Rad51 in homologous recombination. hRad51 DNA strand exchange, fluorescence dequenching. 200,000 compounds, 0.085% hits. inhibition, % at 10 µM. AID 1385. Q06609;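 active = inhibition above 40% at the single screening dose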;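 also: 0% = DMSO control wells and 100% = blanks with heterologous ssDNA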
Target sequence (Q06609 whole entry, looked up): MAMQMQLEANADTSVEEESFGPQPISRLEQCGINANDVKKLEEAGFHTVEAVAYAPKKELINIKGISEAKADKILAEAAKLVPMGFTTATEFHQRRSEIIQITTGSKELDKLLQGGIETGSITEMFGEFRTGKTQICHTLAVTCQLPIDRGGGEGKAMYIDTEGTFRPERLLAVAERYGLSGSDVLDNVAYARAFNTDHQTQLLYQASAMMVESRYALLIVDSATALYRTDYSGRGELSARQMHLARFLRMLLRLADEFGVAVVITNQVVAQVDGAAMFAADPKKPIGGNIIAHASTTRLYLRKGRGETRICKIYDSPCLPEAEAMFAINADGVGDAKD
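material = hRad51 filaments on single-stranded DNA | reagent = Donor/quencher-labelled 47-bp dsDNA substrate | compound = 10 µM final, single point | schedule = strand-exchange reaction 15 min at room temperature | measured by = fluorescein emission 520 nm, excitation 485 nm | read-out basis = % inhibition versus plate control and blank means | benchmarks = plate controls and plate blanks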
thrombin 1536 – blocks human thrombin protease activity; 220,000 compounds, 0.26% hits; P00734; inhibition, % at 5 µM; alpha-thrombin, Boc-VPR-AMC fluorogenic substrate cleavage; AID 1046;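 active = inhibition at or above 40%; inactive = inhibition below 40%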;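 also: 0% = enzyme with no compound and 100% = wells without enzyme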
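System: Human alpha-thrombin protein | Medium: pH 7.5 Tris (50 mM) with NaCl 150 mM, Tween 20 0.05% | Times: Enzyme reaction carried out at room temperature | Detection: AMC fluorescence, 355/460 nm | Evaluation: Percent inhibition scaled between no-compound controls and no-enzyme blanks | Benchmarks: Enzyme without compound as high, wells lacking enzyme as low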
Hck Nef HTS – blocks Nef-activated human Hck kinase; P08631; Recombinant Hck-YEEI plus Nef, Z-Lyte FRET kinase assay; inhibition, % at 20 µM; 220,000 compounds, 0.68% hits;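 active = Hck-Nef kinase inhibition above about 50%, limit read from the data; inactive = inhibition below that limit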;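 also: 0% = DMSO with Hck plus Nef and 100% = Hck alone without Nef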
Target sequence (P08631 whole entry, looked up): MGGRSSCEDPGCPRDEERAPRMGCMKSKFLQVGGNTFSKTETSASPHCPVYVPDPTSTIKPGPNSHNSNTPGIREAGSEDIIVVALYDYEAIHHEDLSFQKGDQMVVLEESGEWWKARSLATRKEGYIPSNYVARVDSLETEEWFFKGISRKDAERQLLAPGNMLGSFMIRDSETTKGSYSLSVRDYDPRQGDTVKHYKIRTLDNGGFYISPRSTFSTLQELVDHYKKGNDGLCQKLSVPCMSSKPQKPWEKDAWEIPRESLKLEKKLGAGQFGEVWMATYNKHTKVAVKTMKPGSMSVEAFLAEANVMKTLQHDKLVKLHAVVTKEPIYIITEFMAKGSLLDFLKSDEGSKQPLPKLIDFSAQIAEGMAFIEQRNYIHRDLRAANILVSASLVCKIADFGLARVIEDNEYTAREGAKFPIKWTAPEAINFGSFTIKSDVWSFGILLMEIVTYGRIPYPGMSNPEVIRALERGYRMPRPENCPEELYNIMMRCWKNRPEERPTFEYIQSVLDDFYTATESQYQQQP
hK5 inh – inhibitors of human kallikrein 5 | Q9Y337 | recombinant hK5, fluorogenic AMC substrate cleavage | inhibition, % at 5 µM | 210,000 compounds, 0.59% hits | AID 873;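 active = inhibition of 40% or more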;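 also: 0% = enzyme controls without compound and 100% = no-enzyme blanks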
L929 necroptosis – L929 zVAD cell death inhibition. L929 zVAD necroptosis rescue, ATP luminescence, 24 h; with zVAD 60 µM. viability rescue, % at 10 µM. 220,000 compounds, 0.38% hits;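 active = activation, scaled between plate controls, above about 75%, limit read from the data; inactive = activation under that limit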;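 also: 0% = zVAD with DMSO and 100% = DMSO alone without zVAD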
FXIIa inh 1536 – factor XIIa (human) inhibition; AID 800; purified FXIIa, Boc-QGR-AMC fluorogenic substrate, 2 h; 220,000 compounds, 0.3% hits; P00748; inhibition, % at 5 µM; in the data active = inhibition above about 40%;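 also: 0% = enzyme with no compound and 100% = blank without enzyme; many of its hits are not listed in these tables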
The depositor's hits bear a star; . = no result given.

Molecule	KCC2 mod	TNF necrop inh	FXIa inh	Rad51 HR inh	thrombin 1536	Hck Nef HTS	hK5 inh	L929 necroptosis	FXIIa inh 1536
CN(C)c1ccc(CNC(=O)CN(C)S(=O)(=O)c2cccc3cccnc23)cc1	-0.043	-2.2	9	3	7	0	14	-0.5	20
COc1ccccc1NC(=O)c1ccc2c(c1)nnn2C	0.62	0.7	2	2	.	24	-2	0.7	8
CC1(C)C[C@@H]2C[C@@](C)(CN2C(=O)c2ccccc2)C1	0.52	1.0	-3	.	-8	12	-1	1.0	3
CCc1ccccc1NC(=O)CSC1=C(C#N)C(c2ccc(O)c(OC)c2)C2=C(CCCC2=O)N1 (stereo not drawn)	-0.15	2.3	3	2	10	-2	0	0.1	0
CC(=O)Nc1ccc(S(=O)(=O)NNC(=O)COc2ccc(C)cc2)cc1	0.39	0.3	10	16	2	-2	-5	-0.5	8
CC(C)c1nnc(NC(=O)CSc2nc3ccccc3[nH]2)s1	-0.79	0.4	-4	3	-10	24	-5	8.6	5
CCOC(=O)c1cnc(SCC(C)C)nc1N	0.36	0.6	-1	-5	0	0	-9	1.6	8
COc1cc(/C=C(\C#N)C(=O)NCc2cccs2)ccc1O	0.52	2.1	-1	.	-7	-2	-16	-0.1	1
CN1N=C2c3ccccc3CCCC2C1c1ccc(F)cc1 (stereo not drawn)	0.058	-1.6	20	4	20	-1	14	-0.5	26
C#CCNc1cc(-c2ccccc2)nc2ncnn12	-0.18	-6.2	2	23	5	25	-7	-0.6	6
CCOC(=O)C1CCN(C(=O)Nc2ccc3oc(C)nc3c2)CC1	0.71	-1.2	4	3	0	0	-17	-0.2	15
COc1ccc(-n2c(=O)c3ccccc3n(Cc3cccc(C)c3)c2=O)cc1OC	0.17	0.1	0	3	-7	21	1	0.8	8
COc1ccc(CCNc2ccc(C(CC(N)=O)NC(=O)c3ccc(Br)cc3)cc2[N+](=O)[O-])cc1 (stereo not drawn)	0.29	2.4	1	1	-2	8	2	1.0	4
Nc1ncnc(Nc2ccccc2C(F)(F)F)n1	1.3	-0.9	17	12	0	13	-20	-0.4	22
CCOC(=O)C1CCN(C(=O)Nc2c(-c3ccccc3)noc2C)CC1	-0.16	2.8	-1	12	-4	19	1	-0.2	0
Cc1ccc(-c2nc3cnccn3c2Nc2c(C)cccc2C)o1	-2.8	-7.8	0	-12	-2	4	-3	-0.7	8
CCOP(=O)(OCC)C(NC(=O)Nc1ccc(Cl)c(Cl)c1)c1ccccc1 (stereo not drawn)	-0.12	2.7	-7	24	-9	-2	4	0.6	-4
COc1cc(CNc2ccc(C(=O)O)cc2)cc(Br)c1OCC(=O)NC(C)(C)C	-0.78	0.6	7	21	-3	2	-11	0.2	5
Cc1ccc(N=Cc2ccc(N(C)C)cc2)cc1	0.7	-1.8	19	-5	-8	0	3	-0.1	17
CCOC(=O)c1ccc(N2CCCCC2)c(NS(=O)(=O)c2ccc(C)cc2)c1	1.1	0.8	7	9	7	-15	-9	0.6	9
NS(=O)(=O)c1cccc(NC(=O)COC(=O)Cc2ccc(Cl)cc2)c1	-0.066	2.5	3	-4	.	11	-4	0.6	4
Cc1nc2c(c(=O)n1CCC1=CCCCC1)c1nc3ccccc3nc1n2/N=C/c1ccco1	-5.8*	-8.0	3	.	2	18	2	0.5	10
COc1ccc(C)cc1NC(=O)CN(c1ccc(C)cc1)S(C)(=O)=O	0.53	-0.8	6	9	.	15	-1	0.4	10
CCOC(=O)C1=C(C)N(Cc2ccccc2)C(=O)NC1c1ccc(OC)cc1 (stereo not drawn)	-0.73	-0.3	-2	8	0	0	-3	0.2	9
COc1ccc2c(c1OC)C(=O)OC2Nc1nc(-c2ccc([N+](=O)[O-])cc2)cs1 (stereo not drawn)	0.33	-5.2	5	15	2	22	7	-1.0	17
CCC(CC)C(=O)Nc1cc(Cl)ccc1C	0.02	0.1	-5	-7	-6	-3	-2	1.5	.
O=C1CC(N2CCN(Cc3ccccc3)CC2)C(=O)N1c1ccc2c(c1)OCCO2 (stereo not drawn)	-1.1	-0.4	2	-8	6	-1	-12	-0.6	12
Cc1nc2oc3c(NCC4CCCO4)ncnc3c2c2c1COC(C)(C)C2 (stereo not drawn)	.	0.9	1	-6	-2	5	1	0.1	-4
CC1(C)CC(=O)c2cc(C(=O)N3CCN(CCO)CC3)c(=O)n(-c3ccc(Cl)cc3)c2C1	.	0.3	5	-2	0	-1	-6	0.2	14
COc1cc(S(=O)(=O)N(Cc2ccc(C)cc2)C2CCCCC2)ccc1-n1cnnn1	0.53	1.9	22	1	1	-7	-25	-0.9	28
CCCc1oc(C(=O)O)cc1CN	-0.018	1.0	-8	2	3	3	-8	0.7	14
O=C(CSc1n[nH]c(C2CCCC2)n1)NC1CCCC1	.	-0.1	2	1	-7	0	-16	0.5	15
Cc1cccc(C)c1NC(=O)CN(C)C(=O)/C=C/c1cccs1	-0.32	1.2	-3	2	-7	1	-15	0.6	-1
O=C(Nc1ccccc1)c1nn(-c2cccc(C(F)(F)F)c2)ccc1=O	-1.3	0.6	-5	-1	-1	14	-24	1.8	-4
Cc1cccc(N2C(S)=C(C#N)C(=O)NC23CCCCC3)c1	-0.59	0.7	3	.	-5	5	-13	0.8	4
C=C1c2ccccc2NC(=O)N1c1ccc(C)cc1	.	-0.1	-1	6	-5	2	3	-0.5	-4
CC(C(=O)N(C1CC1)C1(C(=O)Nc2ccccc2)CCCC1)N1C(=O)c2ccccc2C1=O (stereo not drawn)	0.09	2.0	-5	1	-2	-6	-8	0.0	4
CC(=O)NCC(=O)N(C)C(C(=O)Nc1ccc2c(c1)OCCO2)c1ccc(C)cc1 (stereo not drawn)	-0.044	-0.1	-4	7	0	4	2	1.2	12
CCOc1ccccc1NC(=O)C1CCN(S(=O)(=O)c2cccc3cccnc23)CC1	0.0047	-0.8	-6	.	-10	3	-11	0.3	1
COc1cc(C(=O)Nc2ccc(S(=O)(=O)Nc3nccc(C)n3)cc2)cc(OC)c1OC	1.3	-0.4	2	-13	1	-1	-6	0.3	17
COc1cccc(CN(Cc2cccnc2)S(=O)(=O)c2ccc(-n3cnnn3)c(C)c2)c1OC	0.32	1.0	7	0	-6	-3	-14	-0.2	18
Cc1nn(-c2cc(N3CCCCC3)ccc2N)c(=O)c2ccccc12	0.91	-1.0	3	8	-1	8	-7	0.1	7
Cc1ccc(C)c(NC(=S)N2CCC(N(C)CC3CCCO3)CC2)c1 (stereo not drawn)	-0.0072	-0.6	3	-4	-1	-1	-11	0.0	13
O=C(NN1C(=O)C2C3c4ccccc4C(c4ccccc43)[C@@H]2C1=O)c1ccccc1 (stereo partly drawn)	0.028	1.1	7	-1	-4	8	-15	-0.1	9
CC(=O)NC(CCS(C)(=O)=O)C(=O)Nc1cccc(Cl)c1Cl (stereo not drawn)	0.00013	1.9	6	6	-3	-3	4	2.9	9
CCn1nnnc1-c1ccc(OC)c(S(=O)(=O)Nc2ccc(S(N)(=O)=O)cc2)c1	0.76	0.9	4	0	.	24	1	1.4	9
O=C(CSc1nnc(Cn2nnc3ccccc32)o1)N(Cc1ccc(F)cc1)c1ccccc1	-0.53	-11	3	1	0	-1	-20	-0.4	9
COc1ccc(NC(=O)NCc2ccco2)cc1OC	-0.11	1.2	-5	-39	-6	-5	-8	2.0	-3
O=C(/C=C/c1ccco1)NC(=S)Nc1ccc(Cl)cn1	0.56	1.2	6	-10	13	1	2	-1.3	18
COc1ccc2c(c1OC)C(=O)N1c3ccccc3N=C(c3ccc([N+](=O)[O-])cc3)CC21 (stereo not drawn)	-1.3	1.3	4	-6	-10	1	-13	-0.6	11
Cc1ccc(-c2ccnc3nc(Sc4ncc(C(F)(F)F)cc4Cl)nn23)cc1	0.75	-7.1	5	3	-1	0	2	-0.6	14
Cc1[nH]c2ccccc2c1/C=N/NC(=O)c1cccc(S(=O)(=O)Nc2ccccc2Cl)c1	-1.9	0.7	2	-4	8	5	-4	1.8	4
COc1ccc(-c2cc(OC)c3ccccc3n2)cc1	0.38	1.4	-2	.	-7	4	-20	1.3	6
Cc1ccc(NC(=O)CN(C)C(=O)CCC(=O)c2cccs2)cc1	-0.022	-0.7	7	-7	47*	-1	14	0.1	-3
CCSc1oc(-c2cccs2)nc1S(=O)(=O)c1ccccc1	1.9	0.3	0	-1	-1	0	-8	1.6	11
CCc1c(C)c2cc(Cl)c(O)c(CN(CC)CC)c2oc1=O	-0.35	-2.2	-75	-3	-50	115*	-84	0.6	-97
Cc1ccc(Oc2nc3ccccc3n3c(C)nnc23)cc1	-0.17	-3.3	9	-8	10	5	29	0.0	31
CCCc1ccc(OCCNC(=O)C2CCCCC2)cc1	-1.4	0.5	1	7	-1	7	1	2.1	10
C=CCOn1c(=O)c(-c2ccccc2)[n+]([O-])c2ccccc21	0.98	0.7	3	-2	-4	22	3	2.1	13
CCCn1c(NC(=O)C2CCN(S(=O)(=O)c3cccs3)CC2)nc2ccccc21	.	-1.7	-9	8	-5	0	-114	0.0	-6

More compounds.
Molecule	KCC2 mod	TNF necrop inh	FXIa inh	Rad51 HR inh	thrombin 1536	Hck Nef HTS	hK5 inh	L929 necroptosis	FXIIa inh 1536
CCN(CC)C(=O)Cn1c(=O)n(-c2ccc(CC(=O)NCc3ccccc3)cc2)c(=O)c2sccc21	-0.15	0.3	3	4	-9	14	7	3.0	8
CC(=O)Nc1ccc(NS(C)(=O)=O)cc1	0.25	0.1	-1	-6	3	3	-18	-0.3	16
Cc1cc(-c2nn3c(C)nnc3s2)ccc1NC(=O)C(C)(C)C	.	0.2	.	-10	.	2	.	1.3	.
O=C1CCC/C(=N/NC(=O)c2sc3ccccc3c2Cl)C1	-0.51	0.4	0	-380	0	25	-2	0.0	9
COc1cc(OC)c(N(C)S(=O)(=O)c2cccc(C(=O)OCC(=O)c3c[nH]c4ccccc34)c2)cc1Cl	0	0.8	-8	10	-7	-3	10	0.7	11
C/C=C/C(=O)Nc1cccc(C2=NOC3(C2)C[C@@H](C(N)=O)N(C(=O)C(c2ccccc2)c2ccccc2)C3)c1 (stereo partly drawn)	0.34	-0.2	2	-4	1	20	0	-0.6	9
CCCn1nc(NC(=O)c2ccco2)c2cc3cc(C)ccc3nc21	.	-4.1	4	8	1	-9	3	1.4	9
CCc1ccc(/C=N\n2cnnc2)cc1	-0.15	1.5	-4	.	-6	24	-4	0.8	-1
Cc1cccc2nc(CSc3nnnn3-c3ccccc3)cn12	-2.9	0.8	5	-7	1	4	-15	0.0	13
CC(=O)n1c2ccccc2c2nc(NC(C)C)sc21	-0.084	-2.2	11	8	18	4	28	0.9	20
CC(=O)Nc1ccc(N(C(=O)c2ccco2)C(C(=O)NC2CCCC2)c2cccs2)cc1 (stereo not drawn)	0.07	0.7	-7	.	-4	18	-6	1.0	4

Source: PubChem (several laboratories)

The list is partial. The share of hits here may be higher or lower than overall.
